PABP1 MLLE inh = blocks PAM2 peptide binding to the PABP1 MLLE domain. P11940. GST-MLLE / FITC-PAM2 fluorescence polarization. inhibition, % at 20 µM. 0.36% of 360,000 active; in the data active = inhibition above about 35%, passing the limit was not always enough;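 note: plate controls were DMSO wells with GST-MLLE for no effect and wells lacking GST-MLLE protein for full effect; some results filed as inactive read as strong as hits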
eLon inh = E. coli protease La inhibition | purified E. coli Lon protease, fluorescence polarization | inhibition, % at 7.94 µM | 0.42% of 360,000 active; in the data active = inhibition above about 13%, passing the limit was not always enough;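 note: 0% = enzyme with probe and DMSO and 100% = no enzyme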
Rin1 Abl inh = human Rin1-Abl interaction inhibition | P00519+Q13671 | TR-FRET Rin1/Abl binding, biochemical | inhibition, % at 7.35 µM | 0.4% of 360,000 active | AID 588664; in the data active = inhibition above about 5%, passing the limit was not always enough
MT1-MMP act inh = inhibitors of human MT1-MMP activation; P50281; HT1080 RFP-PRO-GFP cells, GFP/RFP ratio fluorescence, overnight; percent of plate control window, DMSO zero; GFP/RFP ratio change, % at 20 µM; 0.061% of 360,000 active; AID 651647;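 active = GFP/RFP ratio change of at least 30% with cell ATP level not reduced by more than half and red fluorescence within 50% of control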; note: strong numbers were not always called active
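Compound: 20 µM single dose, 1% DMSO / System: HT1080 RFP-PRO-GFP cells / Controls: DMSO and RFP-L50D-GFP cell wells / Read-out basis: GFP/RFP fluorescence ratio / Schedule: overnight compound exposure at 37 °C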
FAS-TE inh = blocks the thioesterase domain of human fatty acid synthase; 0.67% of 360,000 active; recombinant FAS-TE, OMFH fluorogenic substrate, fluorescence endpoint; P49327; inhibition, % at 15 µM;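 active = compounds whose normalised, plate-corrected inhibition of enzyme fluorescence in the single-dose primary screen is 50% or more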;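 note: 0% = DMSO with enzyme and 100% = substrate without enzyme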
Neddyl block = blocks human cullin neddylation | 0.58% of 360,000 active | calls only at 25 µM | P61081+Q13564 | TR-FRET cullin neddylation, biochemical; in the data active = inhibition above about 36%
Target sequence (P61081 whole entry, looked up): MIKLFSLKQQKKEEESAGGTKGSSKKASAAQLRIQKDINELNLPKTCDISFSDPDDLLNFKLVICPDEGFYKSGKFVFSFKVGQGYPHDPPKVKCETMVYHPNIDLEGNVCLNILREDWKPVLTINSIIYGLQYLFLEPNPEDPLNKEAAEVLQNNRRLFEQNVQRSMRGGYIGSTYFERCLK
Target sequence (Q13564 whole entry, looked up): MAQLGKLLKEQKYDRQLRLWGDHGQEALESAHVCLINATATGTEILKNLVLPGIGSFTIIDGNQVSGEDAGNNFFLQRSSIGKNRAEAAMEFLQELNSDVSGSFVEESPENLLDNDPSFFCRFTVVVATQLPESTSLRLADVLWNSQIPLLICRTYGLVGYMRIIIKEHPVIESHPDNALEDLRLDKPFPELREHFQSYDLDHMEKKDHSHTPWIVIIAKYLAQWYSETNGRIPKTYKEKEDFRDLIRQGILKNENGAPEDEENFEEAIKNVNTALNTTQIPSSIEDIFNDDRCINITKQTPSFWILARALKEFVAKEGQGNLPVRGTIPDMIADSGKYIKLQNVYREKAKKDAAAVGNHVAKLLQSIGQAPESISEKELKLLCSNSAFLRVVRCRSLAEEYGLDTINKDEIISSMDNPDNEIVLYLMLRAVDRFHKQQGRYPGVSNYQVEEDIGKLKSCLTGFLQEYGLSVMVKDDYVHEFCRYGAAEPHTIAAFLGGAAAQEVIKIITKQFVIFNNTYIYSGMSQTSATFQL
SKN-1 inh = blocks SKN-1 activity in C. elegans; 0.49% of 360,000 active; C. elegans VP596 Pgst-4::GFP/RFP ratio, acrylamide-induced, 24 h; AID 624304; inhibition, % at 21.8 µM;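 active = interference check ratio from 0.5 to 1.5 plus GFP to RFP signal ratio inhibition reaching or exceeding a fixed threshold, cut at about 30% in these data, passing the limit was not always enough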; note: some compounds called inactive have numbers as strong as hits
CendR NRP1 mod = alters CendR peptide binding to human NRP-1; inhibition, % at 25 µM; FAM-RPARPAR peptide binding to NRP-1, fluorescence polarization; 0.85% of 360,000 active; AID 602438; O14786;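 active = inhibition or corrected inhibition above about 18%, plus a signal ratio from 0.5 to 1.5, limit read from the data, passing the limit was not always enough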; note: strong numbers were not always called active
MsrA act = activates bovine MsrA enzyme. activation, % at 10.6 µM. 0.3% of 360,000 active. purified bovine MsrA, absorbance read-out; in the data active = activation above about 7.5%;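 note: 0% = vehicle and 100% = reference activator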
* hit, by the source's call; i = inactive; / = no result given. Compounds as they come (roughly 4% active in at least one column).

No.	smiles	PABP1 MLLE inh	eLon inh	Rin1 Abl inh	MT1-MMP act inh	FAS-TE inh
1	O=C(CCN1CCCCCC1)c1ccccc1	36	-5	-2	7	-4
2	CCN(C(=O)CSc1nc2cc(C(=O)O)ccc2c(=O)n1Cc1ccccc1)c1ccccc1	-17	0	3	-1	4
3	CCOc1nc(SCCOc2ccc(Cl)cc2Cl)nc(N(C)C)n1	13	-4	1	-1	29
4	CC(=O)c1cnc(SCc2ccc(Cl)cc2)nc1C	-6	7	-2	-3	18
5	Nc1ccc2c(c1)[nH]c(=O)c1ccccc12	-29	-1	-2	4	0
6	Cc1ccccc1OCCC(=O)Nc1ccccc1C(=O)N1CCCCC1	8	0	1	-2	-4
7	COc1ccc(-c2csc(C(NC(C)=O)c3ccc(F)c(F)c3)n2)cn1 (centres undefined)	11	-6	4	2	3
8	CCc1ccc(C(=O)N2CCN(c3ccc(NC(=O)c4cccnc4)cc3)CC2)cc1	-6	10	-2	-3	-4

No.	Neddyl block	SKN-1 inh	CendR NRP1 mod	MsrA act
1	i	-12	0	-1
2	i	14	13	-1
3	i	22	-1	-3
4	i	1	-1	-10
5	/	4	4	-1
6	i	9	8	-3
7	i	-6	-3	-9
8	i	2	8	-5

Next section
No.	smiles	PABP1 MLLE inh	eLon inh	Rin1 Abl inh	MT1-MMP act inh	FAS-TE inh
9	CCOC(=O)C(C(=O)Nc1nc2ccccc2s1)C1CCCCC1 (centres undefined)	15	4	4	-2	22
10	COc1ccc(S(=O)(=O)N2CCOCC2)cc1NC(=O)Cc1ccc(Cl)c(Cl)c1	5	-4	0	-1	30
11	O=C(NCC1CCCO1)C(=O)NCC1CCCN1S(=O)(=O)c1ccccc1 (centres undefined)	9	2	1	2	-3
12	CCOC(=O)C(CC)(CCC(=O)O)c1csc(Nc2ccc(C)cc2)n1 (centres undefined)	-101	-5	1	0	2
13	CN(C)c1ccc(/C=N/NC(=O)C(=O)N2CCCCCC2)cc1	-2	-6	-3	-1	-5
14	CN(C)CCNc1ncnc2c1ncn2[C@H]1CN(Cc2cccs2)C[C@@H](CO)O1	-15	0	-2	1	-11
15	O=C(NCc1ccco1)c1cccc(F)c1	9	4	4	-5	-6
16	COc1ccc2c(CC(=O)OCC(=O)NC(N)=O)coc2c1	-2	-6	-1	2	-6

No.	Neddyl block	SKN-1 inh	CendR NRP1 mod	MsrA act
9	i	-3	-1	-1
10	i	-7	-13	-2
11	i	11	-11	-4
12	i	-1	7	-2
13	i	15	1	-4
14	i	8	-16	-8
15	i	-12	-15	-14
16	i	1	-3	-7

Reformatted: results already given.
(9) CCOC(=O)C(C(=O)Nc1nc2ccccc2s1)C1CCCCC1 (centres undefined)
  PABP1 MLLE inh: 15
  eLon inh: 4
  Rin1 Abl inh: 4
  MT1-MMP act inh: -2
  FAS-TE inh: 22
  Neddyl block: i
  SKN-1 inh: -3
  CendR NRP1 mod: -1
  MsrA act: -1
(10) COc1ccc(S(=O)(=O)N2CCOCC2)cc1NC(=O)Cc1ccc(Cl)c(Cl)c1
  PABP1 MLLE inh: 5
  eLon inh: -4
  Rin1 Abl inh: 0
  MT1-MMP act inh: -1
  FAS-TE inh: 30
  Neddyl block: i
  SKN-1 inh: -7
  CendR NRP1 mod: -13
  MsrA act: -2

(list continues)
No.	smiles	PABP1 MLLE inh	eLon inh	Rin1 Abl inh	MT1-MMP act inh	FAS-TE inh
17	CCOC(=O)C1CCCN(C(=O)c2cc3nc(-c4ccc5c(c4)OCO5)cc(C(F)(F)F)n3n2)C1 (centres undefined)	-2	-3	0	-4	18
18	COc1ccccc1C1=CN(Cc2ccccc2)CCC1=O	-14	-13	1	1	-9
19	COc1ccc(CCN(Cc2cccs2)S(=O)(=O)c2ccc(S(=O)(=O)N3CCC(C)CC3)cc2)cc1OC	5	-3	-2	1	-6
20	CC(=O)c1ccc(NS(=O)(=O)c2ccc(N)cc2)cc1	7	1	-1	-1	-9
21	COc1ccc(CC(=O)Nc2nc(-c3ccncc3)cs2)cc1	-23	-5	3	-3	-2
22	CCCc1oc2c(c(=O)c1CC)C(=O)CC(C)(C)C2	-11	-1	2	-2	-10
23	CCCn1c(=O)[nH]c2ccccc21	10	-5	2	4	-6
24	CC1(C2CC2)NC(=O)N(CC(=O)N2CCN(c3ccccc3F)CC2)C1=O (centres undefined)	0	-3	1	5	-6

No.	Neddyl block	SKN-1 inh	CendR NRP1 mod	MsrA act
17	/	3	-17	-2
18	i	-17	-14	-1
19	i	1	-9	0
20	i	1	-2	-7
21	i	11	-9	6
22	i	-5	6	2
23	i	-8	16	0
24	i	12	10	-11

The results go on:
No.	smiles	PABP1 MLLE inh	eLon inh	Rin1 Abl inh	MT1-MMP act inh	FAS-TE inh
25	CC(=O)c1cccc(N(CC(=O)NCC2CCCO2)C(=O)CCC(=O)Nc2cc(C)on2)c1 (centres undefined)	4	-3	2	-1	-4
26	COCCNC(=O)c1snc2ccc(Cl)cc12	-3	0	-8	-7	-5
27	CN(C)S(=O)(=O)c1ccc(C(=O)Nc2cc(S(=O)(=O)Nc3ccccc3Cl)ccc2N2CCCCC2)cc1	31	7	0	6	73*
28	O=C(O)c1cc(Br)ccn1	3	4	3	-1	-7
29	O=C(O)c1cc(-c2ccc(Cl)cc2)n[nH]1	-8	1	-3	3	-5
30	O=S(=O)(c1ccc(Cl)s1)N1CCN(CCc2ccccc2)CC1	-4	-4	2	6	25
31	Cc1ccc(C(C)C)cc1OCCCCN1CCCC1	-2	-2	2	-4	-9
32	CC(Oc1ccc2c3c(c(=O)oc2c1)CCCC3)C(=O)NCC(O)c1ccccc1 (centres undefined)	1	-17	-4	-5	1

No.	Neddyl block	SKN-1 inh	CendR NRP1 mod	MsrA act
25	i	-13	-2	-1
26	i	5	14	-5
27	i	10	-11	-8
28	i	7	-7	-4
29	i	-14	6	9.2*
30	i	0	0	-3
31	i	-9	9	-1
32	/	4	10	-3

The list continues:
No.	smiles	PABP1 MLLE inh	eLon inh	Rin1 Abl inh	MT1-MMP act inh	FAS-TE inh
33	Cc1[nH]c2ccccc2c1C(=O)COC(=O)c1ccccc1O	-20	0	4	1	16
34	CCc1nc(C(N)=O)c2[nH]c(=O)n(-c3ccc(OC)cc3OC)c2n1	-3	-2	4	-2	-6
35	Cc1cc(C)nc(N/N=C/C2=C(N3CCOCC3)C(=C\c3ccc(Cl)cc3)/CC2)n1	-12	-20	1	-26	5
36	N#Cc1c(N)n(CCNC(=O)c2ccc(Cl)cc2)c2nc3ccccc3nc12	-3	-10	-3	-8	-3
37	CC(CCN1C(Nc2ccccc2)=NC[C@@H]1Cc1ccccc1)c1ccccc1 (some centres undefined)	1	-7	0	5	-73
38	Cc1cc(C(=O)OC(C)C(=O)N2CCc3ccccc32)ccc1[N+](=O)[O-] (centres undefined)	-6	-9	1	-3	38
39	Cn1ccnc1C1CCCCN1Cc1nc(-c2ccc(Cl)cc2)no1 (centres undefined)	-2	-1	-3	-2	-4
40	O=C(Nc1ccccc1Cl)c1cc(S(=O)(=O)N2CCCCC2)ccc1N1CCOCC1	-16	0	2	-7	22

No.	Neddyl block	SKN-1 inh	CendR NRP1 mod	MsrA act
33	i	-11	-5	-7
34	i	5	1	-1
35	i	34	-23	-4
36	/	-32	-15	-7
37	i	17	24	1
38	i	9	-7	2
39	i	-6	10	-4
40	i	-13	0	-12

The list continues.
No.	smiles	PABP1 MLLE inh	eLon inh	Rin1 Abl inh	MT1-MMP act inh	FAS-TE inh
41	COc1ccc(CCNC2CC(=O)N(CCc3ccc(OC)c(OC)c3)C2=O)cc1OC (centres undefined)	2	-6	1	2	-6
42	CCOC(=O)N1CCC(NCCNC(=O)c2ccc(F)cc2)CC1	-1	0	2	2	-5
43	Cc1ccc(NC(=O)CCSc2nnc3ccccn23)cc1	-128	-6	0	1	3
44	CCOC(=O)c1ccc(CNC(=O)C2CCC(=O)N(CCc3ccccc3)C2)o1 (centres undefined)	10	-6	-2	-3	-6
45	Cc1cccc(-c2nnc(SCC#N)n2-c2cccc(Cl)c2)c1	-30	-2	0	-3	1
46	Cc1ccc(NC(=O)COC(=O)/C=C/c2cccs2)c(C)c1	8	2	0	3	-14
47	CCOC(=O)C1(Cc2cccc(Cl)c2)CCCN(C2CCN(C(C)=O)CC2)C1 (centres undefined)	-21	-17	-3	-12	-4
48	COc1ccc(NC(=O)COc2ccccc2C#N)c(S(=O)(=O)N2CCCCC2)c1	5	-6	3	5	6

No.	Neddyl block	SKN-1 inh	CendR NRP1 mod	MsrA act
41	i	-19	7	-1
42	i	5	4	1
43	/	-7	-3	-8
44	i	6	0	0
45	i	18	0	-6
46	i	-11	-2	-11
47	i	3	-27	0
48	i	1	-19	-6

Ordered by length of the SMILES (largest number first): 9 of the compounds above.
No.	smiles	PABP1 MLLE inh	eLon inh	Rin1 Abl inh	MT1-MMP act inh	FAS-TE inh
35	Cc1cc(C)nc(N/N=C/C2=C(N3CCOCC3)C(=C\c3ccc(Cl)cc3)/CC2)n1	-12	-20	1	-26	5
40	O=C(Nc1ccccc1Cl)c1cc(S(=O)(=O)N2CCCCC2)ccc1N1CCOCC1	-16	0	2	-7	22
41	COc1ccc(CCNC2CC(=O)N(CCc3ccc(OC)c(OC)c3)C2=O)cc1OC (centres undefined)	2	-6	1	2	-6
47	CCOC(=O)C1(Cc2cccc(Cl)c2)CCCN(C2CCN(C(C)=O)CC2)C1 (centres undefined)	-21	-17	-3	-12	-4
44	CCOC(=O)c1ccc(CNC(=O)C2CCC(=O)N(CCc3ccccc3)C2)o1 (centres undefined)	10	-6	-2	-3	-6
34	CCc1nc(C(N)=O)c2[nH]c(=O)n(-c3ccc(OC)cc3OC)c2n1	-3	-2	4	-2	-6
45	Cc1cccc(-c2nnc(SCC#N)n2-c2cccc(Cl)c2)c1	-30	-2	0	-3	1
42	CCOC(=O)N1CCC(NCCNC(=O)c2ccc(F)cc2)CC1	-1	0	2	2	-5
43	Cc1ccc(NC(=O)CCSc2nnc3ccccn23)cc1	-128	-6	0	1	3

No.	Neddyl block	SKN-1 inh	CendR NRP1 mod	MsrA act
35	i	34	-23	-4
40	i	-13	0	-12
41	i	-19	7	-1
47	i	3	-27	0
44	i	6	0	0
34	i	5	1	-1
45	i	18	0	-6
42	i	5	4	1
43	/	-7	-3	-8

Other entries
No.	smiles	PABP1 MLLE inh	eLon inh	Rin1 Abl inh	MT1-MMP act inh	FAS-TE inh
49	COc1ccc(Nc2ccc(N3C(=O)CC(C)C3=O)cc2[N+](=O)[O-])cn1 (centres undefined)	40*	5	-7	4	0
50	Cc1cc(C)c(-c2cc(NC(=O)CSc3n[nH]c(N)n3)n(-c3ccccc3)n2)cc1C	4	-1	-3	0	-104
51	Cc1nc(CCNC(=O)CC2C(=O)NCCN2Cc2ccc(F)cc2)sc1C (centres undefined)	22	8	1	-16	-2
52	Cc1onc(-c2ccccc2Cl)c1C(=O)Nc1cnn(Cc2ccccc2)c1	1	2	-6	-3	5
53	Cc1cccc(N2CCN(C(=O)CNC(=O)C3CCCCC3)CC2)c1C	-1	7	-2	-2	0
54	O=[N+]([O-])C(=C1Nc2ccccc2N1)/C(Cl)=C(/Cl)Br	-22	-9	3	6	-15
55	Cc1ccc(N2CCN(c3cc(C)nc4nc(C)nn34)CC2)c(C)c1	-7	-1	0	2	1
56	CN1CCN(C(CNC(=O)C(=O)NC2CCCC2)c2ccc(F)cc2)CC1 (centres undefined)	12	-8	1	-1	-5
57	CCOC(=O)c1c(C)[nH]c(C(=O)NCCc2ccc(OC)c(OC)c2)c1C	-1	-11	2	0	-2

No.	Neddyl block	SKN-1 inh	CendR NRP1 mod	MsrA act
49	i	-12	-9	-2
50	i	23	0	0
51	i	0	11	-4
52	i	-9	-10	1
53	i	-13	-2	-7
54	i	-10	-3	-12
55	i	-21	3	4
56	i	-6	-3	-1
57	i	13	-2	2
